MITF inh: MITF inhibitors, primary screen, biochemical, AlphaScreen, human; inhibition, % at 2.6 µM; 650,000 tested, 0.91% active; AlphaScreen MITF homodimerization, bead proximity signal; Microphthalmia-associated transcription factor (Homo sapiens), O75030; in the data active = inhibition above about 50%;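 note: 0% = vehicle wells with protein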
GPR151 activ: activators of human GPR151, primary screen, cell-based, PathHunter beta-arrestin, luminescence | activation, % at 11.2 µM | 650,000 tested, 1% active | PathHunter beta-arrestin GPR151 cells | G-protein coupled receptor 151 (Homo sapiens), Q8TDV0 | AID 1508602, 2020; in the data active = activation above about 4.9%;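 note: 0% = median of compound wells and 100% = cells with positive control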
TEAD-YAP block: TEAD-YAP interaction inhibition, primary screen, TEAD-YAP interaction inhibitor project, luminescence, HEK-TIYL cells; 640,000 tested, 1.4% active; TEAD-Gal4/YAP UAS-luciferase luminescence; inhibition, % at 9.12 µM; in the data active = inhibition above about 32%;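 note: 0% = median of test compound wells and 100% = reference inhibitor wells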
FBW7 activator: FBW7 E3 ligase activators, primary screen, biochemical, AlphaScreen, human | normalized activity (activation), % at 26.1 µM | AID 1259310, 2017 | AlphaScreen FBW7–phospho-cyclin E peptide binding, activator screen | 650,000 tested, 0.13% active; in the data active = normalized activity above about 1.9%;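 note: purified mutant Fbw7 with reduced substrate affinity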
Target sequence (Q969H0 whole entry, looked up): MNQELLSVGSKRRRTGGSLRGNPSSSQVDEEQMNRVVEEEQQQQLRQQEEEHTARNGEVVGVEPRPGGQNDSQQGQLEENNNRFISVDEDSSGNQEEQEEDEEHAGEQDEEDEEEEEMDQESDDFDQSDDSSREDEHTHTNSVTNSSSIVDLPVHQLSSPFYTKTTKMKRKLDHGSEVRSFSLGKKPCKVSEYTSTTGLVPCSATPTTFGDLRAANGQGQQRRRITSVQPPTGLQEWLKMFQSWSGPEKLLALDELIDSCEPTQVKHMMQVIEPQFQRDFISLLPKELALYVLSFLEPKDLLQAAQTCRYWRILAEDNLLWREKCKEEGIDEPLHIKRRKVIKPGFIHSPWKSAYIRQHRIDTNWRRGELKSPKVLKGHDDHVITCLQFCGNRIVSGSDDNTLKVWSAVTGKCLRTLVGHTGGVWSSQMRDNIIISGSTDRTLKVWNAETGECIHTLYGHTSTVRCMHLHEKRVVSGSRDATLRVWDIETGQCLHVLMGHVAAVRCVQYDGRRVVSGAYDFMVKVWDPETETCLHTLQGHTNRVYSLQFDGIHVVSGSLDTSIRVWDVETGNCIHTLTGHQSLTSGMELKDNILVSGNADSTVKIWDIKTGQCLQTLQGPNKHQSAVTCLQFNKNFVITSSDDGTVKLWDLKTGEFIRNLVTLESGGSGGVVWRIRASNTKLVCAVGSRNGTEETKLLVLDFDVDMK
The depositor's hits bear a star; x = no result given. No enrichment for hits; 3.4% or so of the library scored in one or more.

nr	molecule	GPR151 activ	MITF inh	TEAD-YAP block	FBW7 activator
1	O=C1c2cccnc2C(=O)N1Cc1ccc(S(=O)(=O)Nc2ccccc2F)s1	-2.2	18.7	-1.8	0.0
2	CCOC(=O)c1c2n(c3cc(Br)c(OC)cc13)CCN(c1ccccc1)C2	2.2	12.8	-3.2	0.0
3	N#C/C(=C(/O)c1ccccc1F)c1nnc(N2CCOCC2)n1-c1ccccc1	-1.0	1.4	-4.1	-0.1
4	CCOC(=O)C1CCCN(Cc2ccc(OCC)cc2)C1 (centres undefined)	0.0	31.3	-3.1	-0.1
5	COc1cc(C2=N/C(=C\c3c(F)cccc3Cl)C(=O)O2)cc(OC)c1OC	0.1	-16.8	3.5	-0.1
6	CCn1c(N)nc2ccccc21	-0.3	0.4	0.2	0.0
7	O=C1CC(N2CCN(c3ccc([N+](=O)[O-])cc3)CC2)C(=O)N1c1cccc(Br)c1 (centres undefined)	-0.9	-15.6	-3.9	-0.3
8	COc1cc(CN2CCCCC2CO)c([N+](=O)[O-])cc1OC (centres undefined)	1.1	-7.3	-0.5	-0.1
9	CC(=O)COc1ccc2c(c1C)O/C(=C\c1ccc3c(c1)OCO3)C2=O	0.1	-19.1	-0.6	-0.2
10	Cc1ccc2cccc(SCc3ccc(Br)cc3)c2n1	2.3	-5.7	-2.0	-0.1
11	COc1ccc(OC)c(Nc2nc(N)nc(-c3cc4ccccc4o3)n2)c1	0.9	16.2	5.6	-0.1
12	O=S(=O)(NCCc1ccncc1)c1ccc(S(=O)(=O)N2CCCC2)cc1	0.4	-8.0	5.4	-0.1
13	O=C1c2ccccc2NC(c2ccc(F)c(Oc3ccccc3)c2)N1c1ccc(F)cc1 (centres undefined)	4.1	0.5	-9.1	-0.1
14	CC(C)N(C(=O)COC(=O)CSc1cccc[n+]1[O-])C(C)C	1.1	-11.8	1.3	-0.2
15	O=C(Nc1cccc(C(F)(F)F)c1)N1CCC(c2nc(-c3ccnnc3)no2)CC1	-1.0	7.0	-8.9	-0.1
16	CC(=O)NC(CCCN1C(=O)c2ccccc2C1=O)c1nn[nH]n1 (centres undefined)	-1.1	14.3	7.4	0.2
17	CC1C=CCC2C(=O)N(c3ccc(OC(=O)c4cccs4)cc3)C(=O)C12 (centres undefined)	0.9	-11.6	-5.1	-0.1
18	CCCCC/C=C\C=C\CCCCCCCCC(=O)O	1.8	-6.6	x	x
19	CCCN(CCO)Cc1ccc(SC)cc1	1.0	33.6	9.5	0.1
20	CCOc1ccc(/C=C2\N=C(C3CCCCC3)OC2=O)cc1	0.0	7.7	-0.6	0.1
21	O=C(NCC(c1ccc2c(c1)OCO2)N1CCOCC1)c1c(F)cccc1F (centres undefined)	-1.7	11.1	-9.1	0.0
22	COc1cc(/C=C2/C(=N)N3OC(C)=CC3=NC2=O)ccc1OC(=O)c1cccs1	2.2	6.1	7.2	0.1
23	N#C/C(=C\c1ccc(OCCOc2ccc(Br)cc2)cc1)C(N)=O	0.9	13.8	-5.7	0.1
24	O=C(CSc1ccc(F)cc1)NC1CCCCC1N1C(=O)CSC1=O (centres undefined)	-0.6	1.8	-24.2	0.1
25	COc1cccc(OCc2cc(C3Nc4ccccc4C(=O)N3Cc3ccco3)ccc2OC)c1 (centres undefined)	-0.4	7.6	-11.2	0.1

Part of the list above in a different format:
25: COc1cccc(OCc2cc(C3Nc4ccccc4C(=O)N3Cc3ccco3)ccc2OC)c1 (centres undefined)
15: O=C(Nc1cccc(C(F)(F)F)c1)N1CCC(c2nc(-c3ccnnc3)no2)CC1
screen / no.	25	15
GPR151 activ	-0.4	-1.0
MITF inh	7.6	7.0
TEAD-YAP block	-11.2	-8.9
FBW7 activator	0.1	-0.1

Remaining list, next part
nr	molecule	GPR151 activ	MITF inh	TEAD-YAP block	FBW7 activator
26	O=S(=O)(NC1=NCCC1)c1cccc(NS(=O)(=O)c2ccccc2C(F)(F)F)c1	1.0	-10.6	9.7	0.0
27	OCCNCCOc1ccc(Cl)cc1Br	-1.9	15.3	-3.1	0.3
28	COc1cccc(CN2CCN(S(=O)(=O)c3ccc(Cl)cc3)CC2)c1OC	0.0	45.4	-1.6	-0.1
29	O=C(CSc1nc2ccccc2c2nc(-c3cccc([N+](=O)[O-])c3)nn12)NCc1ccco1	0.6	6.8	-4.9	0.0
30	N#CC1(C#N)C(C(=O)C23CC4CC(CC(C4)C2)C3)C12CCSCC2 (centres undefined)	1.2	-1.0	11.1	0.1
31	COc1c(C)cccc1C(=O)Nc1ccc(N2CCCC2)cc1	-2.1	16.5	-67.6	-0.1
32	COc1cc(/C(C)=N/NC(=O)c2cc(-c3ccc(Cl)cc3)n[nH]2)ccc1O	0.9	8.8	-15.5	0.0
33	CC(CCc1ccccc1)NC(=O)CSc1nnnn1C (centres undefined)	-0.4	7.8	-5.8	0.2
34	NS(=O)(=O)c1ccc(NC(=O)CSc2nsc(SCC(=O)Nc3ccc(S(N)(=O)=O)cc3)n2)cc1	-1.0	1.3	-2.6	0.0
35	O=C(COc1ccc(Br)cc1)Nc1cccc(NC(=O)c2ccccc2)c1	1.5	-18.2	-29.2	-0.1
36	COc1ccc(NC(=O)Cn2ccn(-c3cccc(Cl)c3)c(=O)c2=O)cc1	-2.6	12.2	19.2	0.6
37	O=[N+]([O-])c1cccc(S(=O)(=O)Nc2nc3ccccc3nc2-[n+]2cc[nH]c2)c1	-0.6	6.8	-5.0	0.7
38	COCCNC(=O)c1cnn2c(C(F)(F)F)cc(-c3ccc(Br)cc3)nc12	-1.4	-2.8	-0.1	0.1
39	COCCNc1ncc(-c2ccc(Cl)cc2)cn1	0.2	-0.2	-54.3	-0.1
40	CCOC(=O)C1CCN(c2c(NCCCc3ccccc3)c(=O)c2=O)CC1	9.9*	4.1	-4.5	-0.2
41	COCC(C)NS(=O)(=O)c1ccc(N)cc1 (centres undefined)	-1.1	-13.5	-8.2	0.0
42	CC(=O)n1cc(-c2ccncc2)c2ccccc21	0.8	7.1	-2.1	0.0
43	CN(C=O)CP(=O)(O)CN1CCOCC1	-0.8	5.0	-0.3	-0.1
44	CC1CCCCN1C(=O)CSc1nc2ccccc2n1CC(=O)N1CCOCC1 (centres undefined)	-0.1	9.7	7.5	0.5
45	Cc1cc(C)cc(NC(=O)c2ccc(C)c(NC3=NC4CS(=O)(=O)CC4S3)c2)c1 (centres undefined)	0.5	4.6	-4.2	0.1
46	CS(=O)(=O)N(CC(=O)Nc1c(F)cccc1F)c1ccc(Br)cc1	1.7	-9.8	-5.9	-0.1
47	O=C(Nc1ccc2oc(-c3ccc(Br)cc3)nc2c1)c1ccc(F)cc1	1.3	7.1	14.7	-0.1
48	CCCCOC(=O)C1=C(C)NC2=C(C(=O)CCC2)C1c1cccc(Cl)c1 (centres undefined)	0.9	-10.4	6.9	0.1
49	CCC(=O)N1CCc2cc(S(=O)(=O)Nc3ccccc3OC)ccc21	0.0	8.6	-0.2	0.8
50	O=C(Nc1nncs1)c1cccc(I)c1	5.4*	-8.0	2.7	-0.3
51	COc1ccc(OC)c(NC(=O)c2oc3ccccc3c2NC(=O)CC(C)(C)C)c1	1.4	2.6	9.9	0.4
52	CCN(CC)C(=O)CSc1nc(O)c(CCC(C)C)c(=O)[nH]1	-0.6	6.6	-4.8	-0.3
53	Clc1ccc(Cl)c(OCCCCN2CCNCC2)c1	0.3	5.1	2.7	0.1
54	COc1cccc(C(=O)Nc2ccc3oc(-c4cc(Br)ccc4Cl)nc3c2)c1	0.7	4.1	-7.1	0.0
55	COc1cccc(NC(=O)CN(c2cc(Cl)c(Cl)cc2Cl)S(C)(=O)=O)c1	-1.6	0.0	3.0	-0.1
56	O=C(Nc1ccc(-c2ccccc2)cc1)c1cccnc1	-0.4	7.6	-51.4	0.0
57	CC1CCN(C2CC(=O)N(c3cccc(Br)c3)C2=O)CC1 (centres undefined)	-1.4	-15.0	-2.1	-0.2
58	COc1ccc(Nc2cc(N3CCN(c4ccccc4OC)CC3)c3noc4c3c2C(=O)c2ccccc2-4)cc1	0.4	-12.3	-9.3	-0.1
59	CC(O)CNC(=O)c1cnc2scc(C(C)(C)C)n2c1=O (centres undefined)	-0.3	4.6	-4.5	0.3
60	COc1ccc(-c2nc(SC(CC(=O)NCCO)c3ccc(C)cc3)n[nH]2)cc1 (centres undefined)	0.3	10.4	8.2	0.0
61	Cc1nc(N)nc2c1C1C(C2)C1(C)C (centres undefined)	0.8	-12.6	-3.3	0.0
62	CC(C)c1ccc(-n2cnc3cc(C(=O)NCc4ccc5c(c4)OCO5)ccc32)cc1	0.2	3.2	-3.6	0.3
63	CS(=O)(=O)N(Cc1ccco1)Cc1cc2ccccc2[nH]c1=O	-0.1	12.3	-1.6	0.6
64	CCOc1ccccc1NC(=O)C1=C(C)NC(=O)NC1c1ccc(Cl)cc1 (centres undefined)	0.2	-3.6	6.6	0.0
65	O=C1NN(c2ccc(Br)cc2)C(=O)/C1=C\c1ccccc1	-0.1	-0.5	0.8	0.0
66	CCN(CC)c1cc(NCCO)c([N+](=O)[O-])c2nonc12	5.9*	15.7	5.5	0.1
67	COc1ccccc1-c1ccc(SCC(=O)Nc2nccs2)nn1	-0.2	-15.9	-6.8	-0.1
68	O=C(Nc1nnc(-c2ccc(Br)cc2)o1)c1ccc2c(c1)OCCO2	1.3	31.1	-4.0	0.9
69	Cc1ccc(N(C(=O)Cc2cccs2)C2C=CS(=O)(=O)C2)cc1 (centres undefined)	-0.7	23.1	8.0	0.0
70	Cc1ccc(C(=O)CC2OC(=O)c3ccccc32)o1 (centres undefined)	0.0	0.7	12.7	0.0
71	Cc1cc(C(=O)COC(=O)COc2ccccc2C#N)c(C)n1CC1CCCO1 (centres undefined)	-0.6	1.8	3.3	0.0
72	O=C1CCN(C(=O)CCc2ccc(S(=O)(=O)N3CCOCC3)cc2)CC1	1.6	3.3	13.3	-0.1
73	CNc1cc(N2CCN(c3ccccc3)CC2)ncn1	-0.8	9.1	-4.3	0.1
74	O=C(N/N=C/c1cc(Br)ccc1F)c1cccnc1	0.8	9.2	-12.4	0.1
75	CC1=CC(C)(C)N(C(=O)CSc2nc3ccccc3o2)c2ccccc21	0.4	9.0	-5.8	-0.1

Profiles, looked up by structure. Screens in order: GPR151 activ | MITF inh | TEAD-YAP block | FBW7 activator
Shown for CC1CCN(C2CC(=O)N(c3cccc(Br)c3)C2=O)CC1 (centres undefined) → -1.4 | -15.0 | -2.1 | -0.2
Shown for CCC(=O)N1CCc2cc(S(=O)(=O)Nc3ccccc3OC)ccc21 → 0.0 | 8.6 | -0.2 | 0.8

Next section
nr	molecule	GPR151 activ	MITF inh	TEAD-YAP block	FBW7 activator
76	COc1ccc(S(=O)(=O)n2cccc2)cc1	0.6	1.6	6.5	-0.1
77	CC(C)(COC(=O)Nc1ccc([N+](=O)[O-])cc1)COC(=O)Nc1ccc([N+](=O)[O-])cc1	-0.4	4.6	25.6	0.4
78	Cc1ccc(N(CC(N)=O)C2SC(=O)N(C)C2=O)cc1 (centres undefined)	0.1	10.7	7.5	-0.2
79	CCC(=O)Nc1ccc(C(=O)Nc2ccc(O)cc2C(=O)O)cc1	0.7	16.5	13.1	0.1
80	COc1cc2c(-c3ccccc3)c(C)oc2cc1CN1CCN(C)CC1	-0.6	18.7	7.0	0.1
81	C/C(=N\NC(=O)c1ccc(NC(=O)c2ccccc2)cc1)c1ccc([N+](=O)[O-])cc1	-0.6	7.5	-11.5	0.0
82	COC(=O)c1c(NC(=O)C(=O)NCc2cccnc2)sc2c1CCC2	0.6	-27.4	-4.1	-0.1
83	Cc1nn(C)cc1C(=O)N1CCC2(CC1)Nc1ccccc1-n1cccc12	1.3	2.7	1.1	-0.3
84	O=C(/C=C/c1ccco1)Nc1ccc(S(=O)(=O)N2CCOCC2)cc1	1.0	-5.5	6.8	0.0
85	O=C(NC1CCC(Nc2ccc3[nH]ncc3c2)CC1)C(O)c1ccc(Br)cc1 (centres undefined)	1.2	5.5	8.2	0.0
86	CCOc1ccc(NC(=O)c2cc(S(=O)(=O)N3CCN(c4cccc(C)c4C)CC3)ccc2F)cc1	-1.0	-1.2	0.0	-0.1
87	O=C1CCC(CCC(=O)N2CCC(CO)(Cc3ccccc3C(F)(F)F)CC2)=NN1	1.4	5.7	-2.4	0.0
88	CCN1CCN(C(=O)NC2CC(=O)N(c3ccc(OC)cc3)C2)CC1 (centres undefined)	-1.3	18.2	-0.6	0.1
89	COc1ccccc1NC(=S)Nc1cccc(F)c1	-0.3	39.9	-6.7	-0.2
90	Cc1cc(=O)oc2ccc(OC(=O)CC(C)C)cc12	0.4	-16.1	-23.4	0.1

Screens from PubChem BioAssay.
